# CendR NRP1 mod: alters CendR peptide binding to human NRP-1; O14786; inhibition, % at 25 µM; 360,000 tested, 0.85% active; FAM-RPARPAR peptide binding to NRP-1, fluorescence polarization;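 active means inhibition or corrected inhibition above about 18%, plus a signal ratio from 0.5 to 1.5, limit read from the data, passing the limit was not always enough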; further: strong numbers were not always called active
# Target sequence (O14786 whole entry, looked up): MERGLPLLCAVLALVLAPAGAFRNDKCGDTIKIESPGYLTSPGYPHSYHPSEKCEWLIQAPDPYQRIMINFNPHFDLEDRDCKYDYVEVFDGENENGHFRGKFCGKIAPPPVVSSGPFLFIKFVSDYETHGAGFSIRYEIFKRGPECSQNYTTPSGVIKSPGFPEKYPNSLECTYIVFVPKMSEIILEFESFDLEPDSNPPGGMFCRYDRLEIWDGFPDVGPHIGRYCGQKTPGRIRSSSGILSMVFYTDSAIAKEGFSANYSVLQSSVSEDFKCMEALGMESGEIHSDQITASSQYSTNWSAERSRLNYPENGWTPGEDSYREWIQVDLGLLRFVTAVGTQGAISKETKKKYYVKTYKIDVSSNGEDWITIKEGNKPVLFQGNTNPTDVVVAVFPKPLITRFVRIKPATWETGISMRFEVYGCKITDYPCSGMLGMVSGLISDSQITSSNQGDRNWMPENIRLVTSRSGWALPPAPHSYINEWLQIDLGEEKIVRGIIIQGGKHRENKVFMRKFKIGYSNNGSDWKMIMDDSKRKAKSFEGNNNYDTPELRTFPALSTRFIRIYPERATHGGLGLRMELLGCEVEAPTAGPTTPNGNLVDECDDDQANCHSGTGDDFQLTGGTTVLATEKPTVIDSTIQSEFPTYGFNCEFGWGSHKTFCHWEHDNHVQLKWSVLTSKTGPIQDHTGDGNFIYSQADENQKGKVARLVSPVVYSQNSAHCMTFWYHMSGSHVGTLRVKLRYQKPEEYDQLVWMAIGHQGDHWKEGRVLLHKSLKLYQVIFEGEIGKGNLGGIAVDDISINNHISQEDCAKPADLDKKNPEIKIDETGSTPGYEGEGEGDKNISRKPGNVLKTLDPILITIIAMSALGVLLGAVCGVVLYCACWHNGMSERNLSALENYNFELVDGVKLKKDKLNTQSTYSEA
# Neddyl block: inhibitors of human cullin neddylation. P61081+Q13564. TR-FRET cullin neddylation, biochemical. 360,000 tested, 0.58% active. calls only at 25 µM. AID 651699; in the data active means inhibition above about 36%
# Tb MetRS inh: blocks T. brucei methionyl-tRNA synthetase activity; inhibition, % at 11.9 µM; AID 624268; purified T. brucei MetRS, ATP depletion, Kinase-Glo luminescence; 360,000 tested, 0.4% active;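 active means inhibition above a per-plate cutoff of the control wells' mean inhibition plus 3 SD, cut at about 5.5% in these data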;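 further: 0% = DMSO wells median and 100% = median of wells with control inhibitor compound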
#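 Material: T. brucei methionyl-tRNA synthetase, purified; reagent: substrates ATP, L-methionine and bulk Escherichia coli tRNA; dosing: 11.9 µM single point; timing: 15 min plus 2 h at 25 °C; detection: luminescence of leftover ATP; evaluation: % inhibition; control set: DMSO-only wells as low control; replicates: singlicate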
# NadD inh: inhibitors of Staphylococcus aureus NadD. purified NadD enzyme, colorimetric absorbance read-out. inhibition, % at 20 µM. 360,000 tested, 0.78% active; in the data active means inhibition above about 26%; further: some compounds past the cut are filed as inactive
# STEP inh: blocks human striatal-enriched tyrosine phosphatase; P54829; recombinant STEP, OMFP fluorogenic substrate, fluorescence; inhibition, % at 20 µM; 360,000 tested, 0.25% active;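 active means inhibition at 20 µM, scaled per plate between control wells, above about 37%, limit read from the data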;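 further: 0% = DMSO with enzyme and substrate and 100% = substrate only without enzyme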
#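 Material: STEP (striatal-enriched tyrosine phosphatase) enzyme, cell-free; Compound dosing: 20 µM single dose in 1% DMSO; Technique: fluorescence read at 480 nm ex / 540 nm em; Times: reaction 20 min, ambient temperature; Medium: 50 mM Bis-Tris pH 6.0 with 2.5 mM DTT and 0.005% Tween 20; Also added: OMFP at 25 µM.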
# SUMO1 PPI mod: alters human SUMO1 binding to SIM partners; SUMO1 binding to a labelled peptide, TR-FRET, 1 h; 360,000 tested, 0.33% active; inhibition, % at 20 µM; AID 602429; P63165; in the data active means inhibition above about 37%
# Target sequence (P63165 whole entry, looked up): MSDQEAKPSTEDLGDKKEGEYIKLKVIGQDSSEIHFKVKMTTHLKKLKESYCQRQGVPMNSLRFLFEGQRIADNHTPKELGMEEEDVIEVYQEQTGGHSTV
# Scp1 inh: blocks human Scp-1 phosphatase activity; Recombinant Scp1, phosphopeptide, malachite green phosphate absorbance; inhibition, % at 20 µM; 340,000 tested, 0.88% active; AID 493091;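 active means inhibition above about 50% at 20 µM, limit read from the data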;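 further: plate controls were DMSO wells with enzyme for no effect and wells lacking enzyme for full effect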
#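 Times: enzyme reaction 45 min at room temperature, colour 5 min, stabilisation 30 min. Material: SCP-1 catalytic fragment, aa 76-261. Medium: Acidic Tris acetate buffer with magnesium and detergent. Signal: colorimetric free-phosphate detection, absorbance 630 nm. Read-out basis: % inhibition of SCP-1 phosphate liberation. Reagent: Phosphorylated 17-residue peptide substrate.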
# DNMT1 block: blocks human DNA methyltransferase DNMT1; P26358; DNMT1 molecular beacon, Hinp1I cleavage, fluorescence; inhibition (reported as % activation of signal), % at 10 µM; 360,000 tested, 0.83% active; in the data active means inhibition above about 50%
# SKN-1 inh: blocks SKN-1 activity in C. elegans; AID 624304; 360,000 tested, 0.49% active; inhibition, % at 21.8 µM; C. elegans VP596 Pgst-4::GFP/RFP ratio, acrylamide-induced, 24 h;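 active means interference check ratio from 0.5 to 1.5 plus GFP to RFP signal ratio inhibition reaching or exceeding a fixed threshold, cut at about 30% in these data, passing the limit was not always enough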; further: some compounds called inactive have numbers as strong as hits
# LMPTP inh: blocks human LMPTP phosphatase; P24666; recombinant LMPTP-A, OMFP fluorogenic substrate, fluorescence intensity; inhibition, % at 20 µM; 360,000 tested, 0.22% active;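 active means compounds that cut the enzyme signal by at least half of the control window in the single-dose screen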;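 further: plate controls were DMSO wells with enzyme plus substrate for no effect and substrate without enzyme for full effect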
#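 Assay system: LMPTP-A, protein tyrosine phosphatase of low molecular weight / Medium: pH 6.0 Bis-Tris buffer with DTT and Triton X-100 / Schedule: 50 min enzyme reaction at room temperature, protected from light / Measured by: endpoint fluorescence intensity from OMFP dephosphorylation / Read-out basis: % inhibition relative to no-enzyme and uninhibited control wells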
# Starred values were filed as active, the others as inactive; i = inactive; . = not tested or not shown.
1) Cc1cc(C)c(C)c(S(=O)(=O)N2CCC(C(=O)NCCCN3CCCC3=O)CC2)c1C
2) COc1ccc(OC)c(C(=O)CCCCC(=O)c2cc(OC)ccc2OC)c1
3) Cc1ccc(S(=O)(=O)N2CCCC2)cc1C(=O)NCC(C)(C)N1CCOCC1
4) COC(=O)CC1COc2ccccc2N1S(=O)(=O)c1ccc(Br)cc1 (centres undefined)
5) CCCCc1cc(=O)oc2cc(C)cc(OCC(=O)N3CCC(C(N)=O)CC3)c12
6) COc1ccccc1CNC(=O)C(=O)NCC1OCCN1S(=O)(=O)c1ccc(Br)cc1 (centres undefined)
7) COc1ccccc1-c1nnc(SCC(=O)Nc2ccc(S(N)(=O)=O)cc2)n1N
8) COc1cc(Br)cc(/C=N/N(CCO)C2=NS(=O)(=O)c3ccccc32)c1OC

Compound	1	2	3	4	5	6	7	8
CendR NRP1 mod	-5	-7	-4	1	-9	5	-9	9
Neddyl block	i	i	i	i	.	i	i	i
Tb MetRS inh	-0.3	-0.3	0.8	-0.6	-1.0	0.1	0.4	-1.2
NadD inh	-3	-7	0	-11	3	-6	-2	-10
STEP inh	0	1	3	1	-2	0	8	0
SUMO1 PPI mod	1	1	5	2	8	-8	5	2
Scp1 inh	6	.	-2	-7	15	-5	1	1
DNMT1 block	-7	-2	4	0	0	-4	0	-5
SKN-1 inh	-11	5	21	-4	-3	-1	-7	6
LMPTP inh	1.5	0.7	-0.6	1.2	-0.7	0.8	0.1	0.9

9) Cc1ccc(NC(=O)CCn2c(=O)oc3ccccc32)c(C)c1
10) CC(=O)Nc1ccc(Nc2cc(C)nc(Nc3ccc(NC(C)=O)cc3)n2)cc1
11) COc1ccc(C(=O)NC(=S)Nc2ccc(Cl)c(C(=O)O)c2)cc1
12) COc1ccc(C(=O)N2CCN(c3ccccn3)CC2)cc1[N+](=O)[O-]
13) CCOc1ccccc1C(=O)NCc1ccco1
14) CCOc1cc2[nH]c(=O)n(Cc3ccc(C(=O)NCCCN4CCCC4=O)cc3)c(=O)c2cc1OCC
15) N#C/C(=C\c1ccccn1)c1ccccn1
16) CCN(CC)S(=O)(=O)c1ccc2c(c1)N(CC(=O)NCCN1CCOCC1)C(=O)CO2

Compound	9	10	11	12	13	14	15	16
CendR NRP1 mod	-11	3	-2	9	-28	8	13	3
Neddyl block	i	i	i	i	i	i	i	i
Tb MetRS inh	0.2	0.1	-0.1	-0.4	-0.8	-0.2	-1.5	-0.1
NadD inh	-4	32*	-1	1	2	12	1	-1
STEP inh	-1	1	3	2	5	0	-2	-2
SUMO1 PPI mod	3	20	6	-11	31	4	-5	9
Scp1 inh	-8	7	-5	-4	18	-1	-7	2
DNMT1 block	2	-31	0	-1	19	0	3	0
SKN-1 inh	-15	-5	15	3	-4	10	-16	-2
LMPTP inh	-1.3	13	0.9	0.6	-1.2	0.7	-1.8	-1.0

17) COC(=O)c1c(NC(=O)c2ccccc2)sc(Cc2ccccc2)c1C
18) CC1(OC(=O)c2cccs2)C(=O)C=C2C=C(C3CC3)OC=C2C1=O (centres undefined)
19) O=C(Nc1ccc2c(c1)OCCO2)c1cc(F)c(F)cc1Cl
20) CC1(C)Cc2nc3sc4c(SCC(=O)O)ncnc4c3cc2CO1
21) CCOC(=O)Cc1csc(SCC(=O)NC2CCCCC2)n1
22) O=C(N/N=C/c1cccc(OCc2ccccc2)c1)c1cccs1
23) Cc1c(C(=O)NNC(=O)Nc2ccc([N+](=O)[O-])cc2)oc2ccccc12
24) COc1ccc(N(CC(=O)Nc2ccc(C)c(C)c2)C2=NC3CS(=O)(=O)CC3S2)cc1 (centres undefined)

Compound	17	18	19	20	21	22	23	24
CendR NRP1 mod	7	1	2	-16	-1	0	-13	-1
Neddyl block	.	i	i	i	i	i	i	i
Tb MetRS inh	-1.2	-0.1	1.8	0.2	-1.1	-0.2	-0.3	0.0
NadD inh	2	7	-5	-5	0	1	7	-1
STEP inh	2	-2	-2	3	-2	5	-2	1
SUMO1 PPI mod	2	5	5	7	-1	-12	1	-2
Scp1 inh	25	-1	-8	-9	9	-4	-2	-4
DNMT1 block	-10	-20	9	-1	0	-12	50	1
SKN-1 inh	-2	25	8	11	-9	1	5	1
LMPTP inh	2.9	-2.6	0.4	-1.0	1.6	3.1	6.2	0.2

# A different layout for six compounds above:
entry	CendR NRP1 mod	Neddyl block	Tb MetRS inh	NadD inh	STEP inh	SUMO1 PPI mod	Scp1 inh	DNMT1 block	SKN-1 inh	LMPTP inh	canonical_smiles
17	7	.	-1.2	2	2	2	25	-10	-2	2.9	COC(=O)c1c(NC(=O)c2ccccc2)sc(Cc2ccccc2)c1C
18	1	i	-0.1	7	-2	5	-1	-20	25	-2.6	CC1(OC(=O)c2cccs2)C(=O)C=C2C=C(C3CC3)OC=C2C1=O (centres undefined)
19	2	i	1.8	-5	-2	5	-8	9	8	0.4	O=C(Nc1ccc2c(c1)OCCO2)c1cc(F)c(F)cc1Cl
20	-16	i	0.2	-5	3	7	-9	-1	11	-1.0	CC1(C)Cc2nc3sc4c(SCC(=O)O)ncnc4c3cc2CO1
21	-1	i	-1.1	0	-2	-1	9	0	-9	1.6	CCOC(=O)Cc1csc(SCC(=O)NC2CCCCC2)n1
22	0	i	-0.2	1	5	-12	-4	-12	1	3.1	O=C(N/N=C/c1cccc(OCc2ccccc2)c1)c1cccs1

# (listing goes on)
25) CCCCn1nc(C(=O)N2CCc3ccccc32)c2ccccc2c1=O
26) N#Cc1c(N)nc(N2CCCC2)c(C#N)c1-c1ccc(Cl)cc1
27) Cc1ccc(NC(=O)COC(=O)/C=C/c2cccc(Cl)c2)cc1S(=O)(=O)N1CCOCC1
28) Cc1cc(-c2c(C)[nH]n(-c3ccc(Cl)cc3)c2=O)n(-c2ccc(Cl)cc2)n1
29) CCOC(=O)c1cn2nc(Oc3ccc(NC(C)=O)cc3)ccc2n1
30) O=S(=O)(CCc1nnc(-c2ccc(Br)cc2)o1)c1ccc(Cl)cc1
31) Oc1ccc(N2CCN(Cc3nc4ccccc4[nH]3)CC2)cc1
32) COCCCNc1nnc(Cc2ccccc2)c2ccccc12

Compound	25	26	27	28	29	30	31	32
CendR NRP1 mod	2	-7	1	7	8	-7	12	8
Neddyl block	i	i	i	i	i	i	i	i
Tb MetRS inh	0.2	0.5	-0.8	-1.1	0.3	-0.2	2.5	-0.5
NadD inh	-7	0	-8	3	-6	-7	1	6
STEP inh	-2	0	2	-1	-3	-3	1	9
SUMO1 PPI mod	1	-41	-2	-1	4	3	2	3
Scp1 inh	-4	-9	-10	-5	1	-12	-5	-2
DNMT1 block	-3	4	-12	0	-1	-7	-7	0
SKN-1 inh	3	4	0	7	-3	8	14	2
LMPTP inh	1.6	1.4	-0.4	-0.6	-1.6	0.3	6.4	0.1

33) Clc1ccccc1Cc1noc(CN2CCN(Cc3ccccn3)CC2)n1
34) CCOC(=O)NC(O)C(=O)c1cccs1 (centres undefined)
35) COc1ccc(-n2c(SCC(=O)NCc3ccco3)nc3c([nH]c4ccccc43)c2=O)cc1
36) Cc1cc(NC(=O)c2cc3cccc([N+](=O)[O-])c3[nH]2)ccc1F
37) CSc1ncccc1C(=O)Nc1nc(C(C)(C)C)cs1
38) N#Cc1cccc(NC(=O)Cn2cnc(S(=O)(=O)N3CCCC3)c2)c1
39) COc1ccc(CN2CCN(C(=O)CC(C)C)CC2)cc1Br
40) COc1ccc(S(=O)(=O)N2CC(O)C[C@H]2C(=O)OCC(=O)N2CCCCCC2)cc1 (some centres undefined)

Compound	33	34	35	36	37	38	39	40
CendR NRP1 mod	2	-6	-6	-3	7	-5	5	18
Neddyl block	i	i	i	i	i	i	i	i
Tb MetRS inh	0.3	0.0	-0.3	0.4	-0.6	1.6	-0.6	-0.8
NadD inh	3	1	3	6	7	-8	-5	1
STEP inh	-1	3	-3	2	0	-3	0	-1
SUMO1 PPI mod	0	2	-2	-10	0	1	2	-1
Scp1 inh	-5	-3	7	-8	-3	-5	-5	8
DNMT1 block	-6	4	5	-2	2	-1	2	0
SKN-1 inh	10	19	-3	17	16	4	5	-5
LMPTP inh	0.0	-0.7	-0.4	2.9	0.3	-2.1	-1.2	0.1

41) Cn1c(CCN2CCCCC2)nc2cc(NC(=O)COc3ccccc3)ccc21
42) Cc1ccc(NC(=O)COC(=O)Cc2c[nH]c3ccccc23)cc1C
43) COc1ccc(NS(=O)(=O)c2cc(NC(=O)CCNC(=O)c3ccco3)ccc2OC)cc1
44) Cc1ccc(S(=O)(=O)N2CCOCC2)cc1NC(=O)COC(=O)c1n[nH]c(=O)c2ccccc12
45) CCOC(=O)c1cnn(-c2cc(Oc3ccccc3C)ncn2)c1N
46) CNS(=O)(=O)c1cccc(C(=O)OCC(=O)Nc2ccc(N3CCCCC3)cc2)c1
47) O=C1C2C3C=CC(C3)C2C(=O)N1CCCCN1C(=O)C2C3C=CC(C3)C2C1=O (centres undefined)
48) COC(=O)C1=C(C)OC(N)=C(C#N)C1c1ccco1 (centres undefined)

Compound	41	42	43	44	45	46	47	48
CendR NRP1 mod	-1	-4	1	-22	10	-14	1	0
Neddyl block	i	i	i	i	i	i	i	i
Tb MetRS inh	0.0	-0.4	-0.4	-0.5	-0.2	-0.7	0.5	0.0
NadD inh	-3	-6	-2	-2	-8	22	3	0
STEP inh	-6	3	2	2	4	-2	-2	0
SUMO1 PPI mod	1	-1	-3	-2	1	-2	-3	-4
Scp1 inh	-10	2	-2	-6	-3	2	-10	-5
DNMT1 block	-1	5	1	-1	-13	-5	-12	3
SKN-1 inh	-3	-7	7	9	-4	-7	7	-10
LMPTP inh	2.6	3.1	-1.2	-2.0	3.6	0.4	-0.4	-1.8

49) N#Cc1ccccc1NC(=O)CSc1n[nH]c(=O)n1C1CC1
50) O=C(CNS(=O)(=O)c1ccccc1)NCC(=O)OCc1ccccc1F
51) Cc1ccc(SCC(=O)c2ccc(CC(=O)O)s2)cc1
52) Cc1ccc2nc3c(cc(C(=O)NCCCn4ccnc4)n3C)c(=O)n2c1
53) CCOC(=O)c1cc2c(=O)n3cccc(C)c3nc2n(CC(C)C)c1=NC(=O)c1ccco1
54) CCCNC(=S)N(Cc1ccccc1)Cc1nc2ccccc2c(=O)[nH]1

Compound	49	50	51	52	53	54
CendR NRP1 mod	-8	6	-28	9	-28	-7
Neddyl block	i	i	i	i	.	i
Tb MetRS inh	0.0	1.0	-0.5	-0.3	-0.3	-0.9
NadD inh	3	-1	-3	3	9	-2
STEP inh	-2	23	4	-2	0	-1
SUMO1 PPI mod	4	3	-4	-15	-22	4
Scp1 inh	9	-11	10	-5	-3	1
DNMT1 block	3	0	9	2	2	3
SKN-1 inh	-3	2	-12	24	-4	3
LMPTP inh	-0.7	-0.8	8.4	1.2	-0.8	0.3

# From PubChem
